# Screening data (PubChem BioAssay)
# Epigenetic derep: epigenetic control regulation, reporter derepression. murine LDR cells, GFP reporter derepression, 30 h. Potency, µM (top dose mostly 53.9 µM), for inactives: at the highest dose GFP activation, hits mostly activators. actives 0.2% (n = 280,000); further: potency means the concentration at half of the fitted maximal effect; % of control where 0% means no effect; nearly all actives have a fitted effect of over 60% in size
#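 Murine LDR cells bearing a silenced CMV-driven GFP reporter were exposed to compound for 30 h at 37 C. After PBS washes, GFP-positive cells (20-120 um objects) counted by laser-scanning microplate cytometry.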
# KinaseGlo FLuc: blocks Kinase-Glo luciferase, a counter-screen artifact; Kinase-Glo luciferase, ATP luminescence, 8 min; actives 0.28% (n = 200,000); Q27757; Potency, µM (highest dose often 38.3 µM), inactives show top-dose activity change, negative = inhibition, most hits filed as inhibitors; further: potency means the concentration at half of the fitted maximal effect; on the % scale 0 is the no-effect control and ±100 the full control effect; nearly all actives have a fitted effect of over 60% in size
#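 Light output from Kinase-Glo luciferase with luciferin and 10 uM ATP in 50 mM imidazole pH 7.2, KCl, MgCl2, Tween 20, BSA; compound pin-delivered, 8-min ambient incubation, then luminescence read.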
# CBFb-RUNX1 inh: CBF-beta/RUNX1 interaction disruption; Q01196+Q13951; AlphaScreen CBFb-His/RUNX1-biotin binding, biochemical; Potency, µM (doses to about 59.8 µM), inactives show top-dose activity, negative = inhibition, usual class: inhibitors; 230,000 tested, under 10 active; AID 1477; further: % of control where 0% means no effect
# Target sequence (Q01196 whole entry, looked up): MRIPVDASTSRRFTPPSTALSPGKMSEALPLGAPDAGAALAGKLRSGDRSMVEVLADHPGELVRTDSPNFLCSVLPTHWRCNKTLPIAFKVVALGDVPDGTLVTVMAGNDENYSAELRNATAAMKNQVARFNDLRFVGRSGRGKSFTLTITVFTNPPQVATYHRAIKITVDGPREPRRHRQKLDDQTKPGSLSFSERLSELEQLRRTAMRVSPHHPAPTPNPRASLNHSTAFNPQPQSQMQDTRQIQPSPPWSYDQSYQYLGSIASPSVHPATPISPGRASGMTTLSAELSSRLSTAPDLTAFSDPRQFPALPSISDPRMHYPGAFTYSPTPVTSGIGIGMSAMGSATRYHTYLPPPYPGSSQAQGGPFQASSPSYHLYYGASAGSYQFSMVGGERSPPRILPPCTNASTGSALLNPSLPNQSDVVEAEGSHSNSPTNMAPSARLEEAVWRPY
# Target sequence (Q13951 whole entry, looked up): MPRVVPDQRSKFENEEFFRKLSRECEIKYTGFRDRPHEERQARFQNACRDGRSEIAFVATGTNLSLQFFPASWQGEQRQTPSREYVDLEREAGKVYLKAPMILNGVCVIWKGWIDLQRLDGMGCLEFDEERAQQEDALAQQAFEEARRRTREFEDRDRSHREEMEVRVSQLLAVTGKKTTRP
#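 AlphaScreen proximity signal reports loss of binding between His-tagged CBF-beta and biotin-labelled RUNX1, each at 30 nM. Proteins are pre-associated for 20 minutes, compounds added for 15 minutes, then beads for 90 minutes, all at ambient temperature.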
# Lamin A splicing: changes lamin A minigene splicing in HeLa cells; HeLa LMNA splicing GFP/RFP minigene ratio, 48 h; Potency, µM (doses to about 46.1 µM), without a hit: at the highest dose ratio change, negative = inhibition, usual class: inhibitors; actives 0.01% (n = 200,000); active means well fitted inhibition curve with a large enough effect in the signal ratio, with a control signal flat, not every such curve was filed as active; inconclusive means small, poorly fitted or top-dose-only effect, or effect the other way, or a change in a side signal; the % refers to the signal ratio; further: potency means the concentration at half of the fitted maximal effect; on the % scale 0 is the no-effect control and ±100 the full control effect
#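 S3 HeLa stable clones carrying a lamin A-EGFP splicing minigene plus DsRed2 were seeded at 600 cells/well in Opti-MEM with 2% FBS, pin-dosed and incubated 48 h at 37°C. Acumen cytometry (488 nm) gave the GFP/RFP total-intensity ratio.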
# IMPase Li inh: cell-permeable IMPase inhibitors with lithium potentiation. Potency, µM (top dose mostly 59.4 µM), for the others: top-dose activity, negative = IMPase inhibition, hits mostly inhibitors. AID 1457. CHO-M1 cells, IP1 TR-FRET (IP-One), carbachol + lithium. actives 0.35% (n = 210,000);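 further: IP1 builds up when IMPase is blocked and the TR-FRET signal falls; potency means the concentration at half of the fitted maximal effect; plate controls were basal vehicle for no effect and high inhibitor control for full effect; nearly all actives have a fitted effect of over 50% in size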
#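 Test compounds were applied to CHO-M1 cells previously cultured for 16–30 h at 2000 per well. A small lithium amount accompanied them; after 30 min at 37C, IP1 was quantified by TR-FRET.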
# NPSR antag: antagonists of human neuropeptide S receptor cAMP signaling; Q6W5P4; CHO-NPSR cells, cAMP TR-FRET, antagonist mode; Potency, µM (series often up to 38.3 µM), for inactives: top-dose activity change, negative = inhibition, usual class: inhibitors; actives 1% (n = 220,000); further: potency means the concentration at half of the fitted maximal effect; on the % scale 0 is the no-effect control and ±100 the full control effect; nearly all actives have a fitted effect of over 50% in size; many of its hits are not listed in these tables
# Target sequence (Q6W5P4 whole entry, looked up): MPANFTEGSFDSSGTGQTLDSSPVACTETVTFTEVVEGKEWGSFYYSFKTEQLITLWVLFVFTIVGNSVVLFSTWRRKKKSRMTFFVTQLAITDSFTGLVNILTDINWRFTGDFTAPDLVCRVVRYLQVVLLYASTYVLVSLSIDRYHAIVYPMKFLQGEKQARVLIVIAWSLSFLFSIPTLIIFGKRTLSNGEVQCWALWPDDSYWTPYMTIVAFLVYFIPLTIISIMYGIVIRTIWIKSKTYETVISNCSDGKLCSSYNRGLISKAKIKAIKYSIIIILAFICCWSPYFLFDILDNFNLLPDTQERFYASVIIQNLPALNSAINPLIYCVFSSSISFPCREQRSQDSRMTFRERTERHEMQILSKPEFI
# HTT aggregate: mutant huntingtin aggregation inhibition; Potency, µM (highest dose often 46.1 µM), for inactives: at the top dose activity change, negative = inhibition, actives largely listed as inhibitors; PC12 HttQ103-GFP aggregates, Acumen cytometry, 40 h; AID 1688; actives 1.1% (n = 220,000); further: potency means the concentration at half of the fitted maximal effect; on the % scale 0 is the no-effect control and ±100 the full control effect; nearly all actives have a fitted effect of over 60% in size
#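 Multiplexed with ATP-based cell death, this channel scores GFP aggregates in PC12 cells expressing inducible HTTex1-Q103-GFP. Induction used 100 nM tebufenozide; compounds were tested in concentration series.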
# * = called active by the depositor; ? = inconclusive; · = no result given; & = joins results of further samples; [ ] = dose if it differs, or a comment. Unless noted, the call rests on the fitted dose curve; in most records, active means well fitted curve in the direction sought with a large enough effect; inconclusive means small, poorly fitted or top-dose-only effect, or another doubt; inactive means no such curve, though single readings can be large; an effect the other way counts as inactive or inconclusive. These rows are one share of the data, so the mix of outcomes need not match the whole.
SMILES,Epigenetic derep,KinaseGlo FLuc,CBFb-RUNX1 inh,Lamin A splicing,IMPase Li inh,NPSR antag,HTT aggregate
O=C(COc1ccccc1)N1CCN(C2CC3CCC2C3)CC1 (centres undefined),0.0%,-1.5%,8.3%,-5.8%,12.9%,1.7%[46.1 µM],12.9%
COc1ccc2c(c1)c(C(=O)O)c(C)n2C(C)C,1.0%,1.0%,-5.0%,-9.0%,-2.8%,4.3%[46.1 µM],-20.9%
Cc1ccc2c(c1)CC1(CN2C)C(=O)NC(=O)N(c2cc(C)ccc2C)C1=O (centres undefined),-0.7%,-5.9%,-3.4%,11.2%,-11.0%[38.3 µM],3.4%[46.1 µM],-24.7%
CC(C)c1ccc(N=Nc2c(O)[nH]c(=O)[nH]c2=O)cc1,-1.0%,·,-1.2%,·,·,2.1%,-27.1%[9.22 µM]
CC1(C)CC2(CCO1)NCCN1C(=O)CSC12 (centres undefined),-5.5%,0.3%,4.2%,?,-4.0%[38.3 µM],-9.2%[46.1 µM],3.3%
O=C(N/N=C/c1c(O)n(CCc2ccc(F)cc2)c(=O)[nH]c1=O)c1ccccc1,?,·,7.1%,·,·,1.2%,15.5%[9.22 µM]
CCOC(=O)c1ncn2c1CN(C)C(=O)c1cc(N=[N+]=[N-])ccc1-2,0.7%,0.2%,3.2%,·,-14.5%,·,·
O=C(O)COc1ccccc1,·,·,-0.4%[21.7 µM],?,-13.0%,·,19.6%
CNc1cc(Cl)c2nonc2c1[N+](=O)[O-],-4.8%,-2.4%,1.1%,?,28.9%,10µM*,6.31µM*
CCn1c(=O)cc(SCC(=O)N2CCC3(CC2)OCCO3)c2ccccc21,-0.9%,-3.7%,4.2%,?,?,-27.8%[46.1 µM],27.6%
COC(=O)[C@@H]1[C@@H](C(=O)OC)C2(c3ccccc3-c3ccccc32)N(c2ccc(Cl)cc2)N1C#N,?,0.7%,?,?,11.2%,6.31µM*,-21.2%[9.22 µM]
C=CCn1c(O)c(C=NCCN(C)C)c(=O)[nH]c1=O,-1.4%,6.7%,-1.7%,11.7%,4.6%[38.3 µM],-6.5%[46.1 µM],15.0%
COc1ccc(-n2c(O)c(C(C)=NCCCn3ccnc3)c(=O)[nH]c2=O)cc1,-5.4%,4.8%,-6.2%,18.0%,-6.6%[38.3 µM],-2.4%[46.1 µM],?
COC(=O)/C=C/C(=O)N[C@@H]1CC[C@@]2(O)[C@H]3Cc4ccc(O)c5c4[C@@]2(CCN3CC2CC2)[C@H]1O5,4.2%,·,7.9%,·,38.3%[activator],·,·
O=c1cc(C(F)(F)F)c2cc3c4c(c2o1)CCCN4CCC3,7.08µM*,-5.1%,?,-0.4%,-2.8%[38.3 µM],-10.9%[46.1 µM],?

# Some of the entries above in a different format:
structure | Epigenetic derep | KinaseGlo FLuc | CBFb-RUNX1 inh | Lamin A splicing | IMPase Li inh | NPSR antag | HTT aggregate
O=C(COc1ccccc1)N1CCN(C2CC3CCC2C3)CC1 (centres undefined) | 0.0% | -1.5% | 8.3% | -5.8% | 12.9% | 1.7%[46.1 µM] | 12.9%
COc1ccc2c(c1)c(C(=O)O)c(C)n2C(C)C | 1.0% | 1.0% | -5.0% | -9.0% | -2.8% | 4.3%[46.1 µM] | -20.9%
Cc1ccc2c(c1)CC1(CN2C)C(=O)NC(=O)N(c2cc(C)ccc2C)C1=O (centres undefined) | -0.7% | -5.9% | -3.4% | 11.2% | -11.0%[38.3 µM] | 3.4%[46.1 µM] | -24.7%
CC(C)c1ccc(N=Nc2c(O)[nH]c(=O)[nH]c2=O)cc1 | -1.0% | · | -1.2% | · | · | 2.1% | -27.1%[9.22 µM]
CC1(C)CC2(CCO1)NCCN1C(=O)CSC12 (centres undefined) | -5.5% | 0.3% | 4.2% | ? | -4.0%[38.3 µM] | -9.2%[46.1 µM] | 3.3%
O=C(N/N=C/c1c(O)n(CCc2ccc(F)cc2)c(=O)[nH]c1=O)c1ccccc1 | ? | · | 7.1% | · | · | 1.2% | 15.5%[9.22 µM]
CCOC(=O)c1ncn2c1CN(C)C(=O)c1cc(N=[N+]=[N-])ccc1-2 | 0.7% | 0.2% | 3.2% | · | -14.5% | · | ·
O=C(O)COc1ccccc1 | · | · | -0.4%[21.7 µM] | ? | -13.0% | · | 19.6%
CNc1cc(Cl)c2nonc2c1[N+](=O)[O-] | -4.8% | -2.4% | 1.1% | ? | 28.9% | 10µM* | 6.31µM*
CCn1c(=O)cc(SCC(=O)N2CCC3(CC2)OCCO3)c2ccccc21 | -0.9% | -3.7% | 4.2% | ? | ? | -27.8%[46.1 µM] | 27.6%
COC(=O)[C@@H]1[C@@H](C(=O)OC)C2(c3ccccc3-c3ccccc32)N(c2ccc(Cl)cc2)N1C#N | ? | 0.7% | ? | ? | 11.2% | 6.31µM* | -21.2%[9.22 µM]
C=CCn1c(O)c(C=NCCN(C)C)c(=O)[nH]c1=O | -1.4% | 6.7% | -1.7% | 11.7% | 4.6%[38.3 µM] | -6.5%[46.1 µM] | 15.0%
COc1ccc(-n2c(O)c(C(C)=NCCCn3ccnc3)c(=O)[nH]c2=O)cc1 | -5.4% | 4.8% | -6.2% | 18.0% | -6.6%[38.3 µM] | -2.4%[46.1 µM] | ?
COC(=O)/C=C/C(=O)N[C@@H]1CC[C@@]2(O)[C@H]3Cc4ccc(O)c5c4[C@@]2(CCN3CC2CC2)[C@H]1O5 | 4.2% | · | 7.9% | · | 38.3%[activator] | · | ·

# Next part:
SMILES,Epigenetic derep,KinaseGlo FLuc,CBFb-RUNX1 inh,Lamin A splicing,IMPase Li inh,NPSR antag,HTT aggregate
OCCN1C2CCC1CC(O)(c1ccc(F)cc1)C2 (centres undefined),-6.3%,3.6%,1.4%,1.8%,-13.9%[38.3 µM],7.0%[46.1 µM],-5.3%[9.22 µM]
O=C(Nc1ccc(C(F)(F)F)cc1)OC1CN2CCC1CC2 (centres undefined),0.5%,·,12.3%,·,·,-2.4%,-11.0%[9.22 µM]
COC(=O)CSC1=NP(=S)(SCC(=O)OC)N2CCCC2=C1C#N (centres undefined),-3.3%,-3.7%,4.3%,7.0%,6.4%[38.3 µM],4.4%[46.1 µM],-0.4%
CCN1CCN(Cc2cccc(Oc3ccccc3)c2)CC1,-5.4%,-3.8%,12.0%,18.8%,43.0%[activator][38.3 µM],2.8%[46.1 µM],6.1%
COC(=O)c1cn(CCOc2ccccc2)c2ccccc12,0.0%,0.4%,?,-19.7%,33.4%[38.3 µM],-18.8%[46.1 µM],6.4%
CC[N+]12CCC(CC1)C(C(O)(c1ccccc1)c1ccccc1)C2 (centres undefined),-1.2%,·,2.7%,·,·,19.2%,-5.5%[9.22 µM]
COC(C/C=C/C=C/CC/C=C\CC(C)/C=C\C(=C/C(=O)O)CC(=O)O)/C(C)=C\C=C(/C)C(=O)O (centres undefined),1.1%,·,8.4%,·,5.0%,·,·
O=C(O)CCC1NCC2CC1CN1CCCCC21 (centres undefined),0.2%,-0.6%,·,-7.9%,3.8%,·,·
CC[C@@]1(O)C(=O)OCc2c1cc1n(c2=O)Cc2cc3c(O)cccc3nc2-1,8.3%,·,11.5%&19.3%,·,8.91µM*,·,·
CN1C(=O)C(=Cc2ccccc2OCCOc2ccc([N+](=O)[O-])cc2)C(=O)N(C)C1=O,3.6%,1.5%,1.7%,·,5.2%,-37.2%,-12.7%
CCCC(C)(COC(N)=O)COC(=O)NC(C)C (centres undefined),0.9%&-1.2%&1.1%,3.1%&-7.9%&-6.4%,8.3%,?,4.6%&11.3%&9.2%&-5.7%,24.1%,4.4%&-5.2%
CCOP(=O)(OCC)C(O)c1ccc(OC)cc1OC (centres undefined),-0.9%,-0.7%,-2.2%,3.1%,-0.7%,13.5%,-9.1%
NC(CCCCCP(=O)(O)O)C(=O)O (centres undefined),1.2%,-2.4%,-15.6%,-15.3%,-5.1%,?,·
CCOC(=O)C1=C(N)Oc2cc(C)oc(=O)c2C12C(=O)N1c3c(cccc32)C(C)CC1(C)C (centres undefined),-0.7%,0.1%,-1.3%,2.1%,-11.7%[38.3 µM],-21.7%[46.1 µM],8.0%
CCC(=O)Nc1ccc(N2CCN(CC)CC2)c(Cl)c1,-0.9%,-3.0%,2.5%,6.0%,-16.3%[38.3 µM],4.0%[46.1 µM],2.8%

# An excerpt of these results, bar-delimited.
Molecule | Epigenetic derep | KinaseGlo FLuc | CBFb-RUNX1 inh | Lamin A splicing | IMPase Li inh | NPSR antag | HTT aggregate
CC[N+]12CCC(CC1)C(C(O)(c1ccccc1)c1ccccc1)C2 (centres undefined) | -1.2% | · | 2.7% | · | · | 19.2% | -5.5%[9.22 µM]
NC(CCCCCP(=O)(O)O)C(=O)O (centres undefined) | 1.2% | -2.4% | -15.6% | -15.3% | -5.1% | ? | ·

# New compounds follow.
SMILES,Epigenetic derep,KinaseGlo FLuc,CBFb-RUNX1 inh,Lamin A splicing,IMPase Li inh,NPSR antag,HTT aggregate
COc1cccc(-n2c(C)nc3ccccc3c2=O)c1,-2.1%,-1.0%,-5.0%,-1.7%,22.4%[38.3 µM],0.4%[46.1 µM],4.6%
CC(=O)N1CCN(CC(=O)Nc2ccc(C#N)c(Cl)c2)CC1,2.5%,0.1%,-4.1%,2.8%[46 µM],-2.3%,4.9%,-13.4%
NP(=O)(OCC(F)(F)F)Oc1cccc2ccccc12 (centres undefined),-3.2%,-0.1%,12.5%,-10.4%,6.8%,7.9%,?
O=c1[nH]c(=O)n(C2CCCCCC2)c(O)c1C=NCC1CCCO1 (centres undefined),-1.0%,0.0%,-9.2%,5.7%,3.7%[38.3 µM],15.5%[46.1 µM],-9.2%
CC1(C)C(C=C(Cl)Cl)C1C(=O)OCc1cccc(Oc2ccccc2)c1 (centres undefined),-1.6%,1.6%[39.9 µM],5.3%,?,1.8%,·,12.3%
